T cruzi HTS – intracellular Trypanosoma cruzi inhibition. 4.9% of 22,000 active. intracellular Trypanosoma cruzi in host cells, plate reader. activity score (inhibition), % at 5.01 µM; in the data active means activity score above about 55%;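 further: parasites and compound incubated about four days before reading; 0% = median of neutral control wells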
INS-1E ATP HTS – INS-1E beta cell protection from cytokine death | INS-1E cytokine-induced death, ATP luminescence, 48 h; normalised: neutral wells 0, positive control 100 | protection from cytokine-induced ATP loss, % at 10 µM | 0.1% of 20,000 active | AID 488910;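 active means mean replicate protection from cytokine-induced ATP loss at least 50% and at least 75% of replicates each reaching 50%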
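assay system = INS-1E rat insulinoma cells | amount = 8000 cells per well | medium = phenol-red-free RPMI with 5% fetal bovine serum | doses = one compound concentration, pin transfer | timing = 48 h cytokine plus compound treatment, 10 min reagent incubation | also added = IL-1β, TNF-α and IFN-γ cytokine mix | signal = CellTiter-Glo luminescence measuring cellular ATP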
* marks the source's active call; other numbers are inactive results; . = no result given.

The opening 2 records, to show the layout:
Structure | T cruzi HTS | INS-1E ATP HTS
CC(C)NC(=O)Nc1cccc2c1O[C@H](CN(C)C(=O)Nc1cccc3ccccc13)[C@H](C)CN([C@@H](C)CO)C2=O | 0 | -1
C[C@@H]1CN([C@H](C)CO)C(=O)c2cc(NC(=O)Cc3cn(C)c4ccccc34)ccc2O[C@@H]1CN(C)Cc1ccc(C(=O)O)cc1 | -11 | 3

All compounds of this part, from the first entry:
Structure | T cruzi HTS | INS-1E ATP HTS
CC(C)NC(=O)Nc1cccc2c1O[C@H](CN(C)C(=O)Nc1cccc3ccccc13)[C@H](C)CN([C@@H](C)CO)C2=O | 0 | -1
C[C@@H]1CN([C@H](C)CO)C(=O)c2cc(NC(=O)Cc3cn(C)c4ccccc34)ccc2O[C@@H]1CN(C)Cc1ccc(C(=O)O)cc1 | -11 | 3
C[C@@H]1CN([C@@H](C)CO)C(=O)c2cccc(NS(=O)(=O)c3cccs3)c2O[C@@H]1CN(C)S(=O)(=O)c1ccccc1 | 14 | 1
Cc1cc(C(=O)Nc2cccc3c2O[C@@H](CN(C)C)[C@H](C)CN([C@H](C)CO)C3=O)n(C)n1 | -14 | -7
COc1ccc(CN(C)C[C@H]2Oc3ccc(NC(=O)Nc4cccc5ccccc45)cc3C(=O)N([C@H](C)CO)C[C@H]2C)cc1 | 5 | -2
C[C@H]1CN([C@@H](C)CO)C(=O)c2cccc(NC(=O)CCCCCC(=O)Nc3ccccc3N)c2O[C@@H]1CN(C)C(=O)Nc1cccc2ccccc12 | -1 | -3
C[C@H]1CN([C@@H](C)CO)C(=O)Cc2cc(NC(=O)Nc3ccc(C(F)(F)F)cc3)ccc2O[C@@H]1CN(C)S(=O)(=O)c1cn(C)cn1 | -17 | -3
C[C@H](CO)N1C[C@H](C)[C@H](CN(C)C(=O)Nc2ccc3c(c2)OCO3)Oc2ccc(NC(=O)Nc3ccc4c(c3)OCO4)cc2CC1=O | -1 | 3
C[C@H](CO)N1C[C@H](C)[C@H](CN(C)Cc2ccc(C(F)(F)F)cc2)Oc2c(NS(C)(=O)=O)cccc2C1=O | -2 | 0
Cc1noc(C)c1S(=O)(=O)Nc1ccc2c(c1)C(=O)N([C@H](C)CO)C[C@H](C)[C@H](CN(C)CC1CCCCC1)O2 | -6 | 0
C[C@@H]1CN([C@H](C)CO)C(=O)Cc2cc(NC(=O)C3CCCCC3)ccc2O[C@@H]1CN(C)Cc1ccncc1 | 23 | 5
C[C@H]1CN([C@@H](C)CO)C(=O)c2cccc(NS(=O)(=O)c3cccs3)c2O[C@@H]1CN(C)S(=O)(=O)c1ccc(F)cc1 | 7 | -3
Cc1cc(C(=O)Nc2cccc3c2O[C@@H](CN(C)CC2CC2)[C@H](C)CN([C@@H](C)CO)C3=O)n(C)n1 | 14 | 3
C[C@H](CO)N1C[C@H](C)[C@H](CN(C)Cc2ccc(C(=O)O)cc2)Oc2c(NS(=O)(=O)c3cn(C)cn3)cccc2C1=O | -8 | 7
C[C@H]1CN([C@@H](C)CO)C(=O)c2cccc(NC(=O)C3CCCCC3)c2O[C@@H]1CN(C)CC1CC1 | 3 | -9
C[C@@H]1CCCCO[C@H](CN(C)S(=O)(=O)c2ccccc2)[C@@H](C)CN([C@H](C)CO)C(=O)c2cc(NC(=O)c3ccncc3)ccc2O1 | -10 | 2
Cc1noc(C)c1S(=O)(=O)N(C)C[C@@H]1Oc2ccc(NC(=O)CCCN(C)C)cc2C(=O)N([C@@H](C)CO)C[C@@H]1C | -4 | 0
C[C@@H]1CN([C@H](C)CO)C(=O)c2cc(NC(=O)Cc3cn(C)c4ccccc34)ccc2O[C@@H]1CN(C)CC1CC1 | -33 | 5
Cc1noc(C)c1S(=O)(=O)Nc1ccc2c(c1)C(=O)N([C@H](C)CO)C[C@H](C)[C@@H](CN(C)C(=O)NC1CCCCC1)O2 | -15 | -1
C[C@H](CO)N1C[C@H](C)[C@@H](CN(C)C(=O)Nc2ccc(-c3cccs3)cc2)OCc2cnnn2CCCC1=O | -31 | 3
C[C@@H]1CN([C@H](C)CO)C(=O)c2cccc(NS(=O)(=O)c3cn(C)cn3)c2O[C@@H]1CN(C)S(=O)(=O)c1ccccc1 | 0 | 9
C[C@H]1CN([C@@H](C)CO)C(=O)c2cccc(NS(=O)(=O)c3cn(C)cn3)c2O[C@@H]1CN(C)C(=O)Nc1ccc2c(c1)OCO2 | -26 | 8
CNC[C@H]1Oc2ccc(N(C)C)cc2C(=O)N([C@@H](C)CO)C[C@@H]1C | -1 | 4
Cc1cc(C(=O)Nc2cccc3c2O[C@H](CN(C)C(=O)NC2CCCCC2)[C@H](C)CN([C@H](C)CO)C3=O)n(C)n1 | -2 | 13
C[C@H]1CN([C@@H](C)CO)C(=O)Cc2cc(NC(=O)Cc3ccccc3)ccc2O[C@H]1CN(C)S(=O)(=O)c1ccccc1 | 10 | 8
C[C@@H]1CN([C@H](C)CO)C(=O)CCCn2cc(nn2)CO[C@@H]1CN(C)Cc1cccc2c1OCCCO2 | -6 | .
C[C@H](CO)N1C[C@H](C)[C@@H](CN(C)C(=O)c2ccccc2)OCc2cnnn2CCCC1=O | -13 | .
C[C@H](CO)N1C[C@H](C)[C@H](CN(C)S(=O)(=O)c2ccc(F)cc2)Oc2ccc(NS(=O)(=O)c3cccs3)cc2CC1=O | 6 | -3
C[C@@H]1CN([C@H](C)CO)C(=O)Cc2cc(NC(=O)Nc3ccc4c(c3)OCO4)ccc2O[C@@H]1CN(C)Cc1ccc(C(=O)Nc2ccccc2N)cc1 | 64* | -11
CNC[C@H]1Oc2ccc(NC(=O)Nc3ccc4c(c3)OCO4)cc2C(=O)N([C@@H](C)CO)C[C@@H]1C | -4 | 8

Compound profiles, as listed above. Order of values: T cruzi HTS	INS-1E ATP HTS
C[C@H]1CN([C@@H](C)CO)C(=O)c2cccc(NC(=O)CCCCCC(=O)Nc3ccccc3N)c2O[C@@H]1CN(C)C(=O)Nc1cccc2ccccc12 reads -1	-3
C[C@@H]1CN([C@H](C)CO)C(=O)c2cc(NC(=O)Cc3cn(C)c4ccccc34)ccc2O[C@@H]1CN(C)CC1CC1 reads -33	5
C[C@@H]1CN([C@H](C)CO)C(=O)CCCn2cc(nn2)CO[C@@H]1CN(C)Cc1cccc2c1OCCCO2 reads -6	.

Next compounds:
Structure | T cruzi HTS | INS-1E ATP HTS
C[C@H]1CN([C@@H](C)CO)C(=O)Cc2cc(NS(=O)(=O)c3cccs3)ccc2O[C@H]1CN(C)C(=O)Nc1ccc(F)cc1 | -15 | -4
C[C@@H]1CN([C@H](C)CO)C(=O)c2cc(NS(=O)(=O)c3cn(C)cn3)ccc2O[C@@H]1CN(C)C(=O)NC1CCCCC1 | 2 | 2
CNC[C@@H]1Oc2ccc(NC(=O)C3CCCCC3)cc2C(=O)N([C@@H](C)CO)C[C@H]1C | -6 | -1
COc1ccc(NC(=O)Nc2cccc3c2O[C@H](CN(C)Cc2ccc(Oc4ccccc4)cc2)[C@H](C)CN([C@@H](C)CO)C3=O)cc1 | -1 | -54
C[C@H](CO)N1C[C@H](C)[C@H](CN(C)Cc2ccncc2)Oc2ccc(NC(=O)CCC(F)(F)F)cc2C1=O | -8 | 6
C[C@@H]1CN([C@H](C)CO)C(=O)Cc2cc(NC(=O)Cc3ccccc3)ccc2O[C@H]1CN(C)S(=O)(=O)c1ccc(F)cc1 | 31 | 2
Cc1noc(C)c1NC(=O)Nc1ccc2c(c1)CC(=O)N([C@@H](C)CO)C[C@@H](C)[C@@H](CN(C)C(=O)Nc1ccc3c(c1)OCO3)O2 | -7 | -1
Cc1ccc(S(=O)(=O)Nc2ccc3c(c2)C(=O)N([C@@H](C)CO)C[C@H](C)[C@@H](CN(C)C(=O)Nc2cccc4ccccc24)O3)cc1 | -19 | 0
CC(C)NC(=O)Nc1ccc2c(c1)C(=O)N([C@H](C)CO)C[C@H](C)[C@H](CN(C)Cc1ccc(Cl)c(Cl)c1)OCCCC[C@@H](C)O2 | 41 | -11
COc1ccc(S(=O)(=O)Nc2cccc3c2O[C@@H](CN(C)S(C)(=O)=O)[C@@H](C)CN([C@H](C)CO)C3=O)cc1 | -14 | 10
C[C@H]1CN([C@@H](C)CO)C(=O)c2cc(NC(=O)CCC(F)(F)F)ccc2O[C@H]1CN(C)Cc1ccc(C(=O)Nc2ccccc2N)cc1 | 11 | -5
COc1ccc(S(=O)(=O)N(C)C[C@H]2Oc3ccc(NC(=O)C4CCCCC4)cc3CC(=O)N([C@@H](C)CO)C[C@H]2C)cc1 | 18 | -4
C[C@H](CO)N1C[C@H](C)[C@H](CN(C)Cc2ccccc2)Oc2c(NC(=O)Nc3ccc(C(F)(F)F)cc3)cccc2C1=O | 7 | -36
COc1ccc(NC(=O)N(C)C[C@@H]2Oc3ccc(NC(=O)CCC(F)(F)F)cc3CC(=O)N([C@H](C)CO)C[C@@H]2C)cc1 | -19 | 6
CCCCN(CCCC)c1ccc(/C=N/NC(=O)CCCCCCC(=O)Nc2ccccc2O)cc1 | 17 | -11
C[C@@H]1CN([C@@H](C)CO)C(=O)c2cc(NC(=O)Nc3ccccc3)ccc2O[C@H]1CN(C)Cc1ccc(Cl)c(Cl)c1 | 30 | -56
C[C@@H]1CN([C@H](C)CO)C(=O)Cc2cc(NC(=O)CCN3CCOCC3)ccc2O[C@H]1CN(C)Cc1ccc(Cl)c(Cl)c1 | -66 | 1
C[C@H](CO)N1C[C@H](C)[C@H](CN(C)CC2CC2)Oc2c(NC(=O)c3nc4ccccc4s3)cccc2C1=O | -2 | -8
C[C@H]1CN([C@@H](C)CO)C(=O)Cc2cc(NC(=O)C3CC3)ccc2O[C@@H]1CN(C)S(=O)(=O)c1cccs1 | -38 | 40
C[C@H]1CN([C@@H](C)CO)C(=O)c2cccc(NC(=O)c3nc4ccccc4s3)c2O[C@H]1CN(C)Cc1ccccc1 | 12 | -17

The closing two records of the section above are carried over, then new ones follow.
Structure | T cruzi HTS | INS-1E ATP HTS
C[C@H]1CN([C@@H](C)CO)C(=O)Cc2cc(NC(=O)C3CC3)ccc2O[C@@H]1CN(C)S(=O)(=O)c1cccs1 | -38 | 40
C[C@H]1CN([C@@H](C)CO)C(=O)c2cccc(NC(=O)c3nc4ccccc4s3)c2O[C@H]1CN(C)Cc1ccccc1 | 12 | -17
Cc1noc(C)c1NC(=O)N(C)C[C@@H]1OCc2cn(nn2)CCCC(=O)N([C@@H](C)CO)C[C@H]1C | -16 | .
C[C@@H]1CN([C@H](C)CO)C(=O)c2cccc(NC(=O)C3CCOCC3)c2O[C@H]1CN(C)Cc1ccc(-c2ccccc2)cc1 | 22 | -10
C[C@H]1CN([C@@H](C)CO)C(=O)c2cc(NC(=O)Cn3cnnn3)ccc2O[C@@H]1CN(C)Cc1ccc(C(F)(F)F)cc1 | 3 | -5
Cc1cc(C(=O)Nc2cccc3c2O[C@H](CN(C)C(=O)Nc2ccc(F)cc2)[C@H](C)CN([C@@H](C)CO)C3=O)n(C)n1 | -14 | 12
C[C@H](CO)N1C[C@H](C)[C@H](CN(C)C(=O)Nc2ccc3c(c2)OCO3)Oc2ccc(NC(=O)CCN3CCOCC3)cc2C1=O | 6 | .
COc1ccc(NC(=O)Nc2cccc3c2O[C@H](CN(C)S(=O)(=O)c2ccc(OC)cc2)[C@H](C)CN([C@@H](C)CO)C3=O)cc1 | 6 | 1
CC(C)NC(=O)Nc1cccc2c1O[C@@H](CN(C)Cc1ccc(C(F)(F)F)cc1)[C@H](C)CN([C@H](C)CO)C2=O | 3 | -3
C[C@@H]1CN([C@@H](C)CO)C(=O)c2cccc(NS(=O)(=O)c3ccc(F)cc3)c2O[C@@H]1CN(C)C(=O)Nc1ccc(F)cc1 | 5 | -4
Cc1ccc(S(=O)(=O)Nc2cccc3c2O[C@@H](CN(C)Cc2ccc4c(c2)OCO4)[C@H](C)CN([C@H](C)CO)C3=O)cc1 | 14 | 3
COc1ccc(S(=O)(=O)N(C)C[C@@H]2Oc3ccc(NC(=O)Nc4ccc5c(c4)OCO5)cc3CC(=O)N([C@@H](C)CO)C[C@@H]2C)cc1 | -6 | 4
C[C@@H]1CN([C@H](C)CO)C(=O)c2cc(NC(=O)CCCN(C)C)ccc2O[C@@H]1CN(C)C(=O)NC1CCCCC1 | 9 | 6
C[C@H](CO)N1C[C@H](C)[C@H](CN(C)CC2CCCCC2)Oc2c(NC(=O)Nc3ccc4c(c3)OCO4)cccc2C1=O | 5 | -45
C[C@@H]1CN([C@H](C)CO)C(=O)Cc2cc(NC(=O)Cc3ccccc3)ccc2O[C@H]1CN(C)Cc1ccncc1 | 3 | 5
CNC[C@H]1Oc2ccc(NC(=O)Nc3ccc(C(F)(F)F)cc3)cc2CC(=O)N([C@@H](C)CO)C[C@H]1C | -12 | 11
C[C@H](CO)N1C[C@H](C)[C@@H](CN(C)Cc2ccccc2)Oc2c(NS(=O)(=O)c3cccs3)cccc2C1=O | -4 | 6
C[C@H]1CN([C@@H](C)CO)C(=O)Cc2cc(NC(=O)CCC(F)(F)F)ccc2O[C@@H]1CN(C)CC1CCCCC1 | 1 | 5
COc1ccc(NC(=O)Nc2cccc3c2O[C@H](CN(C)C)[C@@H](C)CN([C@H](C)CO)C3=O)cc1 | -13 | 1
C[C@H](CO)N1C[C@H](C)[C@H](CN(C)C(=O)Nc2cccc3ccccc23)Oc2ccc(NC(=O)Nc3ccc(F)cc3)cc2C1=O | -7 | -10
CNC[C@@H]1OCCCC[C@@H](C)Oc2ccc(NC(=O)CCCN(C)C)cc2C(=O)N([C@H](C)CO)C[C@@H]1C | -18 | 12

Source: PubChem BioAssay

This is a subset; the hit share may differ from the screen's.
